Compound activity from PubChem.
EZH2 inh – inhibitors of human EZH2/PRC2 methyltransferase. Q15910. PRC2 H3K27 methylation, DELFIA TRF, 1 h. inhibition, % at 12.5 µM. 57,000 compounds, 0.35% hits. AID 651548;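 active = mean inhibition of replicates at least 50% and every single replicate also reaching 50%; inconclusive = mean inhibition at least 50% but some replicate falls below 50%; inactive = mean inhibition under 50%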;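 also: dimethyl H3K27 on biotinylated H3 21-44 peptide detected by antibody; plate controls were median neutral control wells for no effect and median positive control wells for full effect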
Target sequence (Q15910 whole entry, looked up): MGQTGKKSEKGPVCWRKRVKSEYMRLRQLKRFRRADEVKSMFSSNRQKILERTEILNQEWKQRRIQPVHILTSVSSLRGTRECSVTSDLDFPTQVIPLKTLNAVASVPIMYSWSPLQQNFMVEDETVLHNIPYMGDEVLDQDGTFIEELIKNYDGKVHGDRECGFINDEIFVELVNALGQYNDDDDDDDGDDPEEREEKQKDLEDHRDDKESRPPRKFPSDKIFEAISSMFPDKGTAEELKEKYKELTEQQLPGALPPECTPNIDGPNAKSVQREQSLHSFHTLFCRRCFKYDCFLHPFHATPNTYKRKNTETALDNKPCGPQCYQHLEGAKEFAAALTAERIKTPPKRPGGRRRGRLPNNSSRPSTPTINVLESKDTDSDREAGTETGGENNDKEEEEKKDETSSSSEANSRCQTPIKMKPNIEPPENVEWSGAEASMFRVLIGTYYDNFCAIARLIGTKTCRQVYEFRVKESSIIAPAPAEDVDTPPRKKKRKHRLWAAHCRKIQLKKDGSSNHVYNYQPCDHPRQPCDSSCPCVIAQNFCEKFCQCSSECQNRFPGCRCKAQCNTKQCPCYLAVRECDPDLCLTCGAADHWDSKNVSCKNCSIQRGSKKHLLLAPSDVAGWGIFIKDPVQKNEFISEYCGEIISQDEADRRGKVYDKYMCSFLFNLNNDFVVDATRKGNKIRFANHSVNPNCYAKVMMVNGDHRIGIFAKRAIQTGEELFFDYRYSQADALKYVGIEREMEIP
IDH1 mut inh – blocks human IDH1 R132H reductase activity; O75874; diaphorase/resazurin fluorescence, 60 min; inhibition, % at 10 µM; 70,000 compounds, 0.18% hits; AID 624101; in the data active = inhibition above about 34%; inconclusive = no clear call, values can overlap the other calls; inactive = below about 11%;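 also: 0% = DMSO and 100% = no enzyme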
The depositor's hits bear a star; ? = inconclusive; . = not tested or not shown. This is a subset; count on the stated rates, not on these rows.

SMILES | EZH2 inh | IDH1 mut inh
C[C@H]1CN([C@@H](C)CO)S(=O)(=O)c2ccc(C#Cc3cccc(F)c3)cc2O[C@@H]1CN(C)C(=O)NC1CCCCC1 | -20 | 0.1
C[C@H]1CN([C@@H](C)CO)C(=O)c2cc(NC(=O)c3ccncc3)ccc2O[C@@H]1CN(C)C(=O)Nc1ccccc1 | . | -0.2
C[C@H](CO)N1C[C@H](C)[C@H](CN(C)S(=O)(=O)c2ccc(F)cc2)Oc2ccc(NC(=O)c3ccncc3)cc2CC1=O | -16 | 2.1
CCC(=O)N[C@H]1CC[C@H](CCNS(=O)(=O)c2ccc(Cl)cc2)O[C@@H]1CO | 5 | 0.0
CN(CC(=O)Nc1cccc(F)c1)S(=O)(=O)c1ccccc1 | -16 | -0.2
C[C@H](CO)N1C[C@H](C)[C@H](CN(C)C(=O)Nc2cccc3ccccc23)Oc2c(NC(=O)c3ccncc3)cccc2C1=O | -1 | 4.5
CCOC(=O)C1CCCN(S(=O)(=O)c2cccc3cccnc23)C1 (stereo not given) | -11 | -1.3
COc1ccccc1S(=O)(=O)N[C@@H]1C=C[C@H](CC(=O)N2CCOCC2)O[C@H]1CO | -10 | 0.1
CC(C)C#Cc1ccc2c(c1)O[C@H](CN(C)C(=O)NC(C)C)[C@@H](C)CN([C@H](C)CO)S2(=O)=O | -6 | 5.5
O=C(C[C@@H]1C[C@@H]2c3cc(NC(=O)Cc4ccncc4)ccc3O[C@@H]2[C@@H](CO)O1)NCc1ccccn1 | -1 | -0.4
Cc1noc(C)c1S(=O)(=O)N(C)C[C@@H]1Oc2ccc(NS(=O)(=O)c3ccc(Cl)cc3)cc2CC(=O)N([C@H](C)CO)C[C@H]1C | . | -0.5
C[C@@H]1CN([C@@H](C)CO)C(=O)c2cccc(NC(=O)Nc3ccc(F)cc3)c2O[C@H]1CN(C)Cc1ccc(-c2ccccc2)cc1 | . | 1.5
CC(C)NC(=O)Nc1ccc2c(c1)C(=O)N([C@@H](C)CO)C[C@H](C)[C@H](CN(C)C(=O)NC1CCCCC1)O2 | 8 | 0.0
Cc1ccc(S(=O)(=O)N(C)C[C@@H]2Oc3c(NC(=O)CCCCCC(=O)Nc4ccccc4N)cccc3C(=O)N([C@@H](C)CO)C[C@@H]2C)cc1 | -26 | .
C[C@@H]1CN([C@@H](C)CO)C(=O)c2cc(/C=C/c3ccccc3)cnc2O[C@H]1CN(C)Cc1cccc(C(=O)O)c1 | -15 | -1.3
CN1CCN(C(=O)C[C@@H]2C[C@H]3c4cc(NC(=O)Nc5ccccc5)ccc4O[C@H]3[C@@H](CO)O2)CC1 | -2 | 0.4
CO[C@@H]1CN(C)C(=O)c2cc(NC(=O)Nc3cc(F)ccc3F)ccc2OC[C@@H](C)N(C)C[C@H]1C | -9 | -0.4
C[C@@H]1CN([C@@H](C)CO)C(=O)Cc2cc(NC(=O)c3ccncc3)ccc2O[C@H]1CN(C)Cc1ccc(Cl)c(Cl)c1 | -29 | 1.6
C[C@@H]1CCCCO[C@H](CN(C)Cc2ccc(C(=O)O)cc2)[C@@H](C)CN([C@H](C)CO)C(=O)c2cc(NC(=O)c3ccccc3)ccc2O1 | . | 2.1
CC(C)C[C@@H]1NC(=O)[C@H]2C[C@@H](C(=O)NCc3ccc(F)cc3)[C@@H](c3ccc(O)cc3)N2C1=O | 2 | 0.2
CC(C)CC#Cc1ccc2c(c1)O[C@@H](CN(C)C)[C@@H](C)CN([C@H](C)CO)S2(=O)=O | -4 | 1.7
O=C(NCC[C@@H]1CC[C@@H](NS(=O)(=O)c2ccc(Oc3ccccc3)cc2)[C@@H](CO)O1)C1CC1 | 0 | 0.0
C=CCNC(=O)[C@@H]1[C@H]2C(=O)O[C@H](c3ccccc3)[C@H](c3ccccc3)N2[C@H](c2ccccc2OCCO)[C@@]12C(=O)Nc1ccc(C#CC3(O)CCCCCC3)cc12 | -20 | .
O=C(C[C@@H]1C=C[C@@H](NS(=O)(=O)c2ccc(F)cc2)[C@@H](CO)O1)NCc1ccncn1 | 3 | 0.1

Filtered by structure, the compounds so far containing a COOH group (2)
SMILES | EZH2 inh | IDH1 mut inh
C[C@@H]1CN([C@@H](C)CO)C(=O)c2cc(/C=C/c3ccccc3)cnc2O[C@H]1CN(C)Cc1cccc(C(=O)O)c1 | -15 | -1.3
C[C@@H]1CCCCO[C@H](CN(C)Cc2ccc(C(=O)O)cc2)[C@@H](C)CN([C@H](C)CO)C(=O)c2cc(NC(=O)c3ccccc3)ccc2O1 | . | 2.1

The results go on:
SMILES | EZH2 inh | IDH1 mut inh
COc1ccc(S(=O)(=O)N[C@@H]2CC[C@H](CC(=O)N3CCC(Cc4ccccc4)CC3)O[C@@H]2CO)cc1 | 16 | -0.6
C[C@H](CO)N1C[C@H](C)[C@@H](CN(C)Cc2ccccc2)Oc2cc(-c3cncnc3)ccc2S1(=O)=O | . | -0.5
Cc1ccc(S(=O)(=O)N(C)C[C@H]2Oc3ccc(NC(=O)Nc4ccccc4)cc3C(=O)N([C@H](C)CO)C[C@@H]2C)cc1 | . | 0.9
C[C@@H]1CN([C@H](C)CO)C(=O)c2cc(NS(=O)(=O)c3ccc(F)cc3)ccc2O[C@@H](C)CCCCO[C@@H]1CN(C)C | 0 | .
CSc1nc(C)cc(OCC(=O)N2CCCCC2)n1 | -14 | 0.1
CO[C@@H]1CN(C)C(=O)c2cc(NC(C)=O)ccc2OC[C@H](C)N(Cc2nccs2)C[C@@H]1C | -5 | -0.1
C[C@H]1CN([C@@H](C)CO)S(=O)(=O)c2ccc(Br)cc2O[C@H]1CN(C)C(=O)c1cccc(F)c1 | -5 | .
C/C=C/c1ccc2c(c1)O[C@H](CN(C)S(C)(=O)=O)[C@@H](C)CN([C@H](C)CO)S2(=O)=O | 3 | 0.9
O=C(NC(=S)c1c(-c2ccccc2)cc2ccccn12)c1ccccc1 | 7 | 0.0
CNC[C@H]1Oc2ccc(NC(=O)Nc3cccc4ccccc34)cc2CC(=O)N([C@@H](C)CO)C[C@H]1C | 1 | -4.8
CC(C)OC(=O)N(C)C[C@H]1OCc2cn(nn2)CCCC(=O)N([C@H](C)CO)C[C@@H]1C | . | 0.3
CO[C@H]1CN(C)C(=O)c2cc(NC(=O)c3ccccc3)ccc2OC[C@@H](C)N(C)C[C@@H]1C | 3 | -0.2
COc1cccc(S(=O)(=O)N(C)C[C@@H]2OCc3ccccc3-c3ccccc3C(=O)N([C@H](C)CO)C[C@@H]2C)c1 | 1 | -4.2
COc1ccc(CN2C(=O)C(O)(CC(=O)c3cccnc3)c3ccccc32)cc1OC (stereo not given) | . | 0.2
C[C@@H]1CCCCO[C@H](CN(C)Cc2ccncc2)[C@H](C)CN([C@@H](C)CO)C(=O)c2cc(NC(=O)Nc3cccc4ccccc34)ccc2O1 | . | 0.3
Cc1cc(Br)ccc1OCC(=O)Nc1ccccc1[N+](=O)[O-] | -3 | -0.1
O=C(C[C@@H]1C=C[C@H](NC(=O)NC2CCCCC2)[C@@H](CO)O1)NCc1ccccc1 | 0 | -0.3
Cc1nnc(SCC(=O)Nc2ccc(Br)cc2)n1-c1ccccc1 | -2 | -0.5
O=C(C[C@H]1CC[C@@H](NC(=O)C2CCOCC2)[C@H](CO)O1)NCC1CCCCC1 | -5 | -0.1
C[C@H]1CCCCO[C@H](CN(C)C(=O)CCCN(C)C)[C@@H](C)CN([C@@H](C)CO)C(=O)c2cc(NC(=O)Cc3ccccc3)ccc2O1 | . | -2.1
CC(C)NC(=O)N(C)C[C@@H]1Oc2ncc(-c3cccc(C(F)(F)F)c3)cc2C(=O)N([C@H](C)CO)C[C@@H]1C | . | -1.0
COc1ccccc1C(=O)Nc1ccc2c(c1)nc(CCNC(C)=O)n2C | -5 | -0.4
Cc1ccc(S(=O)(=O)Nc2ccc3c(c2)CC(=O)N([C@H](C)CO)C[C@H](C)[C@@H](CN(C)S(=O)(=O)c2ccccc2)O3)cc1 | . | -6.8
Cc1noc(C)c1NC(=O)N(C)C[C@H]1Oc2ccc(NS(C)(=O)=O)cc2C(=O)N([C@H](C)CO)C[C@H]1C | . | 0.3
O=C(Cc1ccccn1)NCC[C@H]1CC[C@@H](NC(=O)c2ccccc2F)[C@H](CO)O1 | 7 | 0.0
C[C@H](CO)N1C[C@H](C)[C@H](CN(C)C(=O)NC2CCCCC2)Oc2ncc(C#CC(C)(C)O)cc2C1=O | 20 | 0.0
Cc1onc(-c2ccccc2Cl)c1C(=O)Nc1ccc(S(=O)(=O)Nc2nccs2)cc1 | 21 | ?
C[C@H]1[C@H](C)CC[C@]2(C(=O)O)CC[C@]3(C)C4=CCC5C(C)(C)[C@@H](O[C@@H]6O[C@H](C(=O)O)[C@@H](O)[C@H](O)[C@H]6O)CC[C@]5(C)C4CC[C@@]3(C)[C@H]12 (stereo not given in full) | . | 0.0
C[C@@H]1CN([C@@H](C)CO)C(=O)c2cc(C#CC3CCCC3)cnc2O[C@@H]1CN(C)C(=O)c1ccncc1 | -13 | .
O=C1c2ccccc2CN1CCNS(=O)(=O)c1ccc2oc3ccccc3c2c1 | 11 | -2.2
Cc1noc(C)c1NC(=O)N[C@H]1CC[C@H](CCNC(=O)C2CCC2)O[C@H]1CO | -4 | 0.1
COc1ccc(-c2cc(=O)c3c(OC)c(OC)c(OC)c(OC)c3o2)cc1 | 6 | -0.2
C=C(C(=O)O)C(CCCCCCO)C(=O)O (stereo not given) | . | 0.5
CN1CCN(C(=O)C[C@@H]2C=C[C@H](NS(=O)(=O)c3cccc(F)c3)[C@H](CO)O2)CC1 | 20 | 0.3
COc1ccc(NC(=O)N(C)C[C@@H]2Oc3ccc(NS(=O)(=O)c4ccc(Cl)cc4)cc3CC(=O)N([C@H](C)CO)C[C@@H]2C)cc1 | . | -0.5
O=C(C[C@H]1C=C[C@H](NC(=O)c2cccnc2)[C@@H](CO)O1)NCc1ccc(Cl)c(Cl)c1 | -1 | 0.6

Of the compounds above, 4 have two or more sulfur atoms.
SMILES | EZH2 inh | IDH1 mut inh
Cc1noc(C)c1S(=O)(=O)N(C)C[C@@H]1Oc2ccc(NS(=O)(=O)c3ccc(Cl)cc3)cc2CC(=O)N([C@H](C)CO)C[C@H]1C | . | -0.5
C/C=C/c1ccc2c(c1)O[C@H](CN(C)S(C)(=O)=O)[C@@H](C)CN([C@H](C)CO)S2(=O)=O | 3 | 0.9
Cc1ccc(S(=O)(=O)Nc2ccc3c(c2)CC(=O)N([C@H](C)CO)C[C@H](C)[C@@H](CN(C)S(=O)(=O)c2ccccc2)O3)cc1 | . | -6.8
Cc1onc(-c2ccccc2Cl)c1C(=O)Nc1ccc(S(=O)(=O)Nc2nccs2)cc1 | 21 | ?

More structures
SMILES | EZH2 inh | IDH1 mut inh
C[C@@H]1CN([C@H](C)CO)C(=O)CCCn2cc(nn2)CO[C@@H]1CN(C)Cc1ccc(O)cc1 | -2 | -0.9
C[C@@H]1CN([C@H](C)CO)C(=O)c2c(c3ccccc3n2C)-c2ccccc2CO[C@@H]1CN(C)S(=O)(=O)c1cccc(F)c1 | 1 | .
COc1ccc(S(=O)(=O)Nc2ccc3c(c2)CC(=O)N([C@@H](C)CO)C[C@@H](C)[C@H](CN(C)Cc2ccc(C(F)(F)F)cc2)O3)cc1 | . | 0.7
Cc1ncc(CO)c(/C=N/NC(=O)c2ccccc2O)c1O | 18 | .
COc1ccc(S(=O)(=O)Nc2ccc3c(c2)CC(=O)N([C@H](C)CO)C[C@H](C)[C@H](CN(C)C(=O)Nc2c(C)noc2C)O3)cc1 | . | 0.9
C[C@H]1CN([C@@H](C)CO)C(=O)c2cc(NS(=O)(=O)c3cccs3)ccc2O[C@@H]1CN(C)C(=O)Nc1ccc(C(F)(F)F)cc1 | . | 0.2
COc1cccc(-c2ccc3c(c2)O[C@@H](CN(C)C(=O)C2CC2)[C@@H](C)CN([C@H](C)CO)S3(=O)=O)c1 | 3 | .
C[C@H](CO)N1C[C@H](C)[C@@H](CN(C)C(=O)c2ccncc2)Oc2cc(C3=CCCC3)ccc2S1(=O)=O | . | 7.4
C[C@H](CO)N1C[C@H](C)[C@H](CN(C)Cc2ccc3c(c2)OCO3)Oc2c(NC(=O)Nc3ccc(F)cc3)cccc2C1=O | 1 | .
COc1ccc(-c2cn(CC[C@H]3CC[C@@H](NC(=O)c4cnccn4)[C@@H](CO)O3)nn2)cc1 | 3 | -0.2
C[C@@H](O)C#Cc1ccc2c(c1)O[C@H](CN(C)C(=O)C1CCCCC1)[C@@H](C)CN([C@@H](C)CO)S2(=O)=O | 0 | 5.1
C[C@@H]1CN([C@@H](C)CO)C(=O)c2cc(NC(=O)C3CC3)ccc2O[C@H]1CN(C)C(=O)Nc1ccc2c(c1)OCO2 | 7 | .
COc1cc(Cl)c(/C=N/NC(=O)c2ccc(C(=O)NO)cc2)c(Cl)c1OC | -2 | -0.1
CO[C@@H]1CN(C)C(=O)c2cc(NS(C)(=O)=O)ccc2OC[C@@H](C)N(Cc2ccccc2)C[C@@H]1C | 1 | 0.2
O=C(N[C@H]1CC[C@H](CCn2cc(C3(O)CCCC3)nn2)O[C@H]1CO)C1CC1 | -4 | 0.0
CN(C)CCNc1nc2c(c(=O)n(C)c(=O)n2C)n1Cc1ccccc1Cl | -9 | 0.1
O=C(C[C@@H]1C[C@@H]2c3cc(NC(=O)Nc4ccccc4)ccc3O[C@@H]2[C@H](CO)O1)NCCN1CCCCC1 | 1 | 0.1
O=C(C[C@@H]1CC[C@@H](NC(=O)c2ccccc2)[C@H](CO)O1)Nc1ccc(-c2ccccc2)cc1 | -2 | 0.2

3 structures out of the list, sorted by heavy-atom count, lowest first.
SMILES | EZH2 inh | IDH1 mut inh
O=C(C[C@H]1C=C[C@H](NC(=O)c2cccnc2)[C@@H](CO)O1)NCc1ccc(Cl)c(Cl)c1 | -1 | 0.6
C[C@@H](O)C#Cc1ccc2c(c1)O[C@H](CN(C)C(=O)C1CCCCC1)[C@@H](C)CN([C@@H](C)CO)S2(=O)=O | 0 | 5.1
CNC[C@H]1Oc2ccc(NC(=O)Nc3cccc4ccccc34)cc2CC(=O)N([C@@H](C)CO)C[C@H]1C | 1 | -4.8
